INS-1E ATP HTS = rescue of cytokine-induced death in INS-1E beta cells | INS-1E cytokine-induced death, ATP luminescence, 48 h; normalised: neutral wells 0, positive control 100 | protection from cytokine-induced ATP loss, % at 10 µM | 20,000 tested, 0.1% active;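 active = mean replicate protection from cytokine-induced ATP loss at least 50% and at least 75% of replicates each reaching 50%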
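Assay system: INS-1E rat cells / Quantity: 8000 cells per well / Medium: RPMI without phenol red, 5% FBS / Probe or stimulus: three-cytokine cocktail (IFN-γ, TNF-α, IL-1β) / Dosing: one compound concentration, pin transfer / Timing: 48 h co-treatment, 10 min post-lysis read / Technique: CellTiter-Glo luminescence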
T cruzi intra = intracellular Trypanosoma cruzi inhibition | AID 651903 | 22,000 tested, 4.9% active | activity score (inhibition), % at 5.01 µM | intracellular Trypanosoma cruzi in host cells, plate reader; in the data active = activity score above about 55%;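 also: parasites and compound incubated about four days before reading; 0% = median of neutral control wells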
* marks the source's active call; other numbers are inactive results; . = not tested or not shown.

Molecule	INS-1E ATP HTS	T cruzi intra
CCCC(O)C#Cc1cnc2c(c1)C(=O)N([C@H](C)CO)C[C@H](C)[C@H](CN(C)C(=O)Nc1ccc(OC)cc1)O2 (stereo not given in full)	.	12
C[C@@H]1CN([C@@H](C)CO)C(=O)c2cc(NS(=O)(=O)c3ccc(F)cc3)ccc2O[C@@H]1CN(C)C(=O)Nc1ccc(C(F)(F)F)cc1	.	5
C[C@@H]1CN([C@H](C)CO)C(=O)CCCn2nncc2CO[C@H]1CN(C)S(=O)(=O)c1cn(C)cn1	.	-28
Cc1ccc(S(=O)(=O)Nc2ccc3c(c2)CC(=O)N([C@@H](C)CO)C[C@@H](C)[C@@H](CN(C)Cc2ccc(C(=O)O)cc2)O3)cc1	-3	2
C[C@@H]1CN([C@H](C)CO)C(=O)c2cc(NC(=O)CCCN(C)C)ccc2O[C@H]1CN(C)C(=O)Nc1ccccc1	2	-10
C[C@@H]1CN([C@@H](C)CO)C(=O)CCCn2nncc2CO[C@@H]1CN(C)C(=O)Nc1cccc(Oc2ccccn2)c1	.	-11
C[C@@H]1CN([C@H](C)CO)C(=O)Cc2cc(NC(=O)CCC(F)(F)F)ccc2O[C@@H]1CN(C)S(=O)(=O)c1ccc(F)cc1	4	-20
C[C@H](CO)N1C[C@H](C)[C@H](CN(C)Cc2ccc(Oc3ccccc3)cc2)Oc2ccc(NC(=O)CCN3CCOCC3)cc2C1=O	-9	-22
C[C@@H]1CN([C@H](C)CO)C(=O)c2cccc(NS(=O)(=O)c3cn(C)cn3)c2O[C@@H]1CN(C)Cc1ccc(C(=O)Nc2ccccc2N)cc1	4	10
CNC[C@@H]1Oc2ccc(NS(=O)(=O)c3cn(C)cn3)cc2C(=O)N([C@@H](C)CO)C[C@@H]1C	1	-2

2 compounds drawn at random from those above:
Molecule	INS-1E ATP HTS	T cruzi intra
Cc1ccc(S(=O)(=O)Nc2ccc3c(c2)CC(=O)N([C@@H](C)CO)C[C@@H](C)[C@@H](CN(C)Cc2ccc(C(=O)O)cc2)O3)cc1	-3	2
C[C@@H]1CN([C@@H](C)CO)C(=O)c2cc(NS(=O)(=O)c3ccc(F)cc3)ccc2O[C@@H]1CN(C)C(=O)Nc1ccc(C(F)(F)F)cc1	.	5

One compound at a time, from the list above. Order of screens: INS-1E ATP HTS | T cruzi intra
C[C@@H]1CN([C@@H](C)CO)C(=O)CCCn2nncc2CO[C@@H]1CN(C)C(=O)Nc1cccc(Oc2ccccn2)c1 across the screens: . | -11
C[C@@H]1CN([C@@H](C)CO)C(=O)c2cc(NS(=O)(=O)c3ccc(F)cc3)ccc2O[C@@H]1CN(C)C(=O)Nc1ccc(C(F)(F)F)cc1 across the screens: . | 5

The list goes on.
Molecule	INS-1E ATP HTS	T cruzi intra
Cc1noc(C)c1NC(=O)N(C)C[C@H]1Oc2c(NC(=O)c3cnccn3)cccc2C(=O)N([C@H](C)CO)C[C@H]1C	6	33
CC(C)NC(=O)Nc1ccc2c(c1)C(=O)N([C@@H](C)CO)C[C@H](C)[C@@H](CN(C)S(=O)(=O)c1ccccc1)O2	11	-10
Cc1ccc(S(=O)(=O)Nc2cccc3c2O[C@@H](CN(C)CC2CC2)[C@H](C)CN([C@H](C)CO)C3=O)cc1	7	-3
C[C@H](CO)N1C[C@H](C)[C@H](CN(C)Cc2ccc(C(=O)Nc3ccccc3N)cc2)Oc2c(NS(=O)(=O)c3ccc(F)cc3)cccc2C1=O	15	50
CC(C)NC(=O)N(C)C[C@H]1Oc2c(NS(C)(=O)=O)cccc2C(=O)N([C@@H](C)CO)C[C@@H]1C	2	-24
C[C@@H]1CN([C@@H](C)CO)C(=O)c2cccc(NC(=O)C3CCCCC3)c2O[C@H]1CN(C)CC1CCCCC1	-5	50
Cc1noc(C)c1S(=O)(=O)Nc1ccc2c(c1)C(=O)N([C@H](C)CO)C[C@H](C)[C@H](CN(C)S(=O)(=O)c1cn(C)cn1)OCCCC[C@@H](C)O2	15	-39
Cc1ccc(S(=O)(=O)Nc2ccc3c(c2)CC(=O)N([C@@H](C)CO)C[C@H](C)[C@@H](CN(C)CC2CCCCC2)O3)cc1	3	1
CC(C)NC(=O)N(C)C[C@@H]1Oc2ccc(NC(=O)Nc3ccccc3)cc2C(=O)N([C@@H](C)CO)C[C@@H]1C	2	-30
COc1cccc(-c2cnc3c(c2)C(=O)N([C@H](C)CO)C[C@H](C)[C@H](CN(C)C(=O)Nc2cccc4ccccc24)O3)c1	.	35
CC(C)(C)OC(=O)N1CCC[C@H]1/C=N/NC(=O)CCCCC(=O)NO	2	-4
C[C@@H]1CN([C@H](C)CO)C(=O)c2cc(NC(=O)CCC(F)(F)F)ccc2O[C@@H]1CN(C)CC1CCCCC1	-1	-17
Cc1noc(C)c1NC(=O)Nc1ccc2c(c1)CC(=O)N([C@H](C)CO)C[C@H](C)[C@H](CN(C)S(=O)(=O)c1c(C)noc1C)O2	8	-16
Cc1noc(C)c1NC(=O)Nc1ccc2c(c1)CC(=O)N([C@@H](C)CO)C[C@H](C)[C@H](CN(C)S(C)(=O)=O)O2	16	-15
C[C@@H]1CCCCO[C@H](CN(C)S(=O)(=O)c2ccc(F)cc2)[C@@H](C)CN([C@H](C)CO)C(=O)c2cc(NC(=O)Nc3ccc4c(c3)OCO4)ccc2O1	-13	18
C[C@@H]1CN([C@@H](C)CO)C(=O)c2cc(NS(=O)(=O)c3ccccc3)ccc2O[C@@H]1CN(C)Cc1ccc(Cl)c(Cl)c1	-29	13
C[C@@H]1CN([C@H](C)CO)C(=O)c2cccc(NC(=O)NC3CCCCC3)c2O[C@@H]1CN(C)C(=O)Nc1ccc(F)cc1	9	10
C[C@H](CO)N1C[C@H](C)[C@H](CN(C)Cc2ccc(Cl)c(Cl)c2)Oc2c(NC(=O)c3ccncc3)cccc2C1=O	-8	56*
Cc1noc(C)c1NC(=O)N(C)C[C@@H]1Oc2ccc(NS(=O)(=O)c3ccccc3)cc2C(=O)N([C@H](C)CO)C[C@H]1C	5	-3
C[C@@H]1CCCCO[C@@H](CN(C)CC2CC2)[C@@H](C)CN([C@H](C)CO)C(=O)c2cc(NS(=O)(=O)c3ccc(Cl)cc3)ccc2O1	-5	-2

Two of the compounds above, with two lines to a compound:
Screens in order: INS-1E ATP HTS | T cruzi intra
- C[C@@H]1CN([C@H](C)CO)C(=O)c2cc(NC(=O)CCC(F)(F)F)ccc2O[C@@H]1CN(C)CC1CCCCC1
  -1 | -17
- Cc1noc(C)c1NC(=O)Nc1ccc2c(c1)CC(=O)N([C@H](C)CO)C[C@H](C)[C@H](CN(C)S(=O)(=O)c1c(C)noc1C)O2
  8 | -16

(next part)
Molecule	INS-1E ATP HTS	T cruzi intra
C[C@H](CO)N1C[C@H](C)[C@@H](CN(C)Cc2ccc(-c3ccccc3)cc2)Oc2c(NS(=O)(=O)c3ccccc3)cccc2C1=O	-1	10
C[C@@H]1CCCCO[C@H](CN(C)Cc2ccccc2)[C@@H](C)CN([C@H](C)CO)C(=O)c2cc(N(C)C)ccc2O1	-10	1
Cc1ccc(S(=O)(=O)Nc2ccc3c(c2)C(=O)N([C@@H](C)CO)C[C@@H](C)[C@H](CN(C)S(=O)(=O)c2ccc(C)cc2)O3)cc1	3	16
COc1ccc(NC(=O)N(C)C[C@H]2Oc3c(NC(=O)Nc4ccccc4)cccc3C(=O)N([C@H](C)CO)C[C@H]2C)cc1	5	12
CC(C)NC(=O)N(C)C[C@@H]1Oc2c(NC(=O)c3nc4ccccc4s3)cccc2C(=O)N([C@H](C)CO)C[C@H]1C	6	48
C[C@@H]1CN([C@@H](C)CO)C(=O)c2cc(NC(=O)Cn3cnnn3)ccc2O[C@@H]1CN(C)S(=O)(=O)c1ccc(Cl)cc1	-3	5
C[C@H](CO)N1C[C@H](C)[C@H](CN(C)S(=O)(=O)c2ccccc2)Oc2ccc(NC(=O)CCC(F)(F)F)cc2C1=O	.	-8
CC(C)(C)OC(=O)NC/C=N/NC(=O)CCCCC(=O)NO	-1	-12
COc1ccc(NC(=O)Nc2cccc3c2O[C@@H](CN(C)Cc2ccc(Cl)c(Cl)c2)[C@H](C)CN([C@@H](C)CO)C3=O)cc1	-4	42
C[C@H]1CN([C@@H](C)CO)C(=O)c2cc(NS(=O)(=O)c3ccc(Cl)cc3)ccc2O[C@@H]1CN(C)CC1CC1	2	-10
COc1ccc(NC(=O)N(C)C[C@H]2OCCCC[C@@H](C)Oc3ccc(NC(=O)CCC(F)(F)F)cc3C(=O)N([C@H](C)CO)C[C@@H]2C)cc1	0	-8
C[C@H](CO)N1C[C@H](C)[C@H](CN(C)S(=O)(=O)c2cn(C)cn2)Oc2ncc(C#Cc3ccc(F)cc3)cc2C1=O	.	7
Cc1ccc(CN(C)C[C@H]2OCc3cnnn3CCCC(=O)N([C@H](C)CO)C[C@@H]2C)cc1	.	38
COc1ccc(NC(=O)N(C)C[C@H]2Oc3ccc(NS(=O)(=O)c4cccs4)cc3CC(=O)N([C@H](C)CO)C[C@H]2C)cc1	3	-21
C[C@@H]1CN([C@H](C)CO)C(=O)CCCn2nncc2CO[C@@H]1CN(C)C(=O)Nc1cccc(Oc2ccccn2)c1	.	-20
CC(C)NC(=O)N(C)C[C@@H]1Oc2ccc(NC(=O)c3ccncc3)cc2C(=O)N([C@H](C)CO)C[C@@H]1C	.	5
C[C@@H]1CN([C@@H](C)CO)C(=O)c2cccc(NC(=O)C3CCOCC3)c2O[C@H]1CN(C)C(=O)Nc1cccc2ccccc12	3	-5
O=C(NO)c1cccc(C(=O)N/N=C/c2ccc(F)cc2)c1	-3	-18
C[C@H](CO)N1C[C@H](C)[C@H](CN(C)S(=O)(=O)c2cccs2)Oc2ccc(NC(=O)Cc3ccccc3)cc2CC1=O	9	-2
COc1ccc(CN(C)C[C@@H]2Oc3c(NS(=O)(=O)c4ccccc4)cccc3C(=O)N([C@H](C)CO)C[C@@H]2C)cc1	0	-17
COc1ccc(OC(=O)N(C)C[C@@H]2OCc3cn(nn3)CCCC(=O)N([C@H](C)CO)C[C@@H]2C)cc1	.	-16
COc1ccc(NC(=O)Nc2ccc3c(c2)CC(=O)N([C@H](C)CO)C[C@H](C)[C@H](CN(C)S(=O)(=O)c2ccc(OC)cc2)O3)cc1	7	-11
Cc1cc(C(=O)Nc2cccc3c2O[C@H](CN(C)C(=O)NC2CCCCC2)[C@H](C)CN([C@@H](C)CO)C3=O)n(C)n1	2	8
COc1cccc(S(=O)(=O)N(C)C[C@@H]2OCc3cnnn3CCCC(=O)N([C@H](C)CO)C[C@H]2C)c1	.	-5
C[C@@H]1CN([C@H](C)CO)C(=O)CCCn2nncc2CO[C@H]1CN(C)S(=O)(=O)c1cccc(C#N)c1	.	-11
C[C@@H]1CN([C@@H](C)CO)C(=O)c2cc(NC(=O)CCN3CCOCC3)ccc2O[C@@H]1CN(C)C	9	-15
CC(C)NC(=O)N(C)C[C@@H]1Oc2ccc(NC(=O)Nc3ccccc3)cc2CC(=O)N([C@H](C)CO)C[C@H]1C	14	-44
C[C@H](CO)N1C[C@H](C)[C@H](CN(C)CC2CCCCC2)Oc2ccc(NC(=O)Nc3ccc(C(F)(F)F)cc3)cc2C1=O	-45	62*
C[C@H]1CN([C@@H](C)CO)C(=O)c2cc(NC(=O)Nc3ccccc3)ccc2O[C@@H]1CN(C)Cc1ccc(C(F)(F)F)cc1	-10	-2
C[C@@H]1CN([C@H](C)CO)C(=O)c2cc(NS(=O)(=O)c3cn(C)cn3)ccc2O[C@@H]1CN(C)Cc1ccc(C(=O)Nc2ccccc2N)cc1	2	3
C[C@H](CO)N1C[C@H](C)[C@@H](CN(C)Cc2ccc(C(=O)O)cc2)Oc2ccc(NS(=O)(=O)c3ccc(Cl)cc3)cc2C1=O	10	-17
Cc1ccccc1S(=O)(=O)N(C)C[C@H]1OCc2cn(nn2)CCCC(=O)N([C@H](C)CO)C[C@H]1C	.	-1
Cc1ccc(S(=O)(=O)Nc2ccc3c(c2)CC(=O)N([C@@H](C)CO)C[C@H](C)[C@H](CN(C)S(=O)(=O)c2c(C)noc2C)O3)cc1	-4	5
C[C@H]1CN([C@@H](C)CO)C(=O)c2cc(NC(=O)Nc3ccc(C(F)(F)F)cc3)ccc2O[C@H]1CN(C)Cc1ccccc1	.	6
C[C@@H]1CN([C@@H](C)CO)C(=O)c2cc(NC(=O)Nc3ccccc3)ccc2O[C@H]1CN(C)Cc1ccc(C(F)(F)F)cc1	-25	14
C[C@@H]1CN([C@H](C)CO)C(=O)c2cccc(NS(C)(=O)=O)c2O[C@@H]1CN(C)Cc1ccc(C(F)(F)F)cc1	-6	-13
COc1ccc(NC(=O)N(C)C[C@@H]2Oc3c(NS(=O)(=O)c4cn(C)cn4)cccc3C(=O)N([C@H](C)CO)C[C@H]2C)cc1	2	-11
COc1ccc(NC(=O)N(C)C[C@@H]2Oc3c(NS(=O)(=O)c4ccc(Cl)cc4)cccc3C(=O)N([C@@H](C)CO)C[C@H]2C)cc1	4	-10
Cc1noc(C)c1NC(=O)Nc1cccc2c1O[C@@H](CN(C)Cc1ccc(Cl)c(Cl)c1)[C@@H](C)CN([C@@H](C)CO)C2=O	-13	-13
Cc1noc(C)c1NC(=O)Nc1cccc2c1O[C@H](CN(C)S(=O)(=O)c1cccs1)[C@@H](C)CN([C@@H](C)CO)C2=O	7	1
C[C@@H]1CN([C@H](C)CO)C(=O)c2cccc(NC(=O)c3ccc(-c4nccs4)cc3)c2O[C@H]1CN(C)Cc1ccc(Oc2ccccc2)cc1	-22	81*
C[C@@H]1CN([C@H](C)CO)C(=O)Cc2cc(NC(=O)CCC(F)(F)F)ccc2O[C@@H]1CN(C)C(=O)Nc1ccc(C(F)(F)F)cc1	-4	-19
